# FID counter: displaces DNA intercalator in HCV helicase counter-screen; DNA fluorescent intercalator displacement, fluorescence; inhibition, % at 7.9 µM; 0.17% of 290,000 active; AID 1845; in the data active = inhibition above about 37%;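 note: 0% = vehicle and 100% = reference compound; higher means more ethidium bromide displaced from hairpin DNA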
# NS3 helicase inh: inhibitors of Hepatitis C virus NS3 helicase | NS3 helicase DNA unwinding, Cy5 molecular beacon fluorescence | inhibition, % at 10.9 µM | 0.56% of 290,000 active | AID 1800;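 active = inhibition above the mean of all tested compounds plus 3 SD, set per campaign, cut at about 35% in these data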;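 note: 0% = DMSO wells and 100% = thioflavine S control wells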
#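 Material: hepatitis C virus NS3 helicase domain fragment enzyme; measured by: Cy5 fluorescence, 0 and 60 min reads; control set: DMSO and thioflavine S; incubation: 60 min unwinding reaction at 25 °C after ATP addition; read-out basis: % inhibition from 60/0 min fluorescence ratio, DMSO 0%, thioflavine S 100%; repeats: singlicate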
# PHOSPHO1 inh: inhibitors of human PHOSPHO1 phosphatase. Q8TCT1. recombinant PHOSPHO1, absorbance phosphatase assay. inhibition, % at 13.3 µM. 1.1% of 290,000 active; in the data active = inhibition above about 60%
# Target sequence (Q8TCT1 whole entry, looked up): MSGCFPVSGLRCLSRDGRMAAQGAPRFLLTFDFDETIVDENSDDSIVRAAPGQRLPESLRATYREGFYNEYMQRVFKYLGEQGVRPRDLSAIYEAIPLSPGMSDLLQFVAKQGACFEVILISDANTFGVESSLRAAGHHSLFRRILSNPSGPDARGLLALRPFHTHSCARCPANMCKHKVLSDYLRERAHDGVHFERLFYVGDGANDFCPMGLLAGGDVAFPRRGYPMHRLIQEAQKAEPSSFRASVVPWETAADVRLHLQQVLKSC
# p-CIP stab down: compounds decreasing mouse p/CIP protein stability | Q05BA5 | F442A p/CIP-EGFP cells, EGFP fluorescence, 16 h | decrease of EGFP signal, % at 10 µM | 0.01% of 290,000 active | AID 1984;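 active = EGFP signal decrease of at least 30% at 10 µM or well 3 SD below plate mean, unless failing retest; inactive = the rest, including hits failing retest or dose response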; note: some compounds called inactive have numbers as strong as hits; many of its hits are not listed in these tables
# UBC9 SUMO inh: SUMOylation inhibition; HTRF SUMOylation assay, SAE1/SAE2 + UBC9, in vitro; inhibition, % at 35 µM; 0.36% of 290,000 active; in the data active = inhibition above about 50%, passing the limit was not always enough; note: strong numbers were not always called active
# Target sequence (P63279 whole entry, looked up): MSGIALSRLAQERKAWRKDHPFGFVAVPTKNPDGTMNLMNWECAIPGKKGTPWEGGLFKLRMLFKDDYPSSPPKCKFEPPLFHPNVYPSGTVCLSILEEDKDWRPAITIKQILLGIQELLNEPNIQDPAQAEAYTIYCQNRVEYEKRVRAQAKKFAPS
# VIM-2 inhibitor: inhibitors of Pseudomonas aeruginosa VIM-2 metallo-beta-lactamase; 0.89% of 290,000 active; purified VIM-2, nitrocefin hydrolysis, epi-absorbance fluorescence; inhibition, % at 5.6 µM;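 active = inhibition above the mean of all tested compounds plus 3 SD, cutoff set per screening run, cut at about 7.5% in these data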;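 note: red hydrolysis product quenches plate fluorescence so inhibitors raise well fluorescence; 0% = enzyme with DMSO and 100% = DMSO without enzyme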
# MEKK3 PB1 HTS: modulators (inhibitors or enhancers) of MEK5 binding to human MEKK3 PB1 domain; 1.4% of 290,000 active; bead-based flow cytometry, Alexa488-MEK5 binding to MEKK3; actives lie on both sides; 0 = blocked by unlabeled MEK5, 100 = vehicle; AID 1529; binding response (% of control), % at 10 µM; Q99759;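 active = binding response more than 3 SD above or below the average of its plate-row segment, actives on both sides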;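 note: Alexa488 bead fluorescence after subtracting the streptavidin-only scavenger bead signal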
# Target sequence (Q99759 whole entry, looked up, the tested form may be a part): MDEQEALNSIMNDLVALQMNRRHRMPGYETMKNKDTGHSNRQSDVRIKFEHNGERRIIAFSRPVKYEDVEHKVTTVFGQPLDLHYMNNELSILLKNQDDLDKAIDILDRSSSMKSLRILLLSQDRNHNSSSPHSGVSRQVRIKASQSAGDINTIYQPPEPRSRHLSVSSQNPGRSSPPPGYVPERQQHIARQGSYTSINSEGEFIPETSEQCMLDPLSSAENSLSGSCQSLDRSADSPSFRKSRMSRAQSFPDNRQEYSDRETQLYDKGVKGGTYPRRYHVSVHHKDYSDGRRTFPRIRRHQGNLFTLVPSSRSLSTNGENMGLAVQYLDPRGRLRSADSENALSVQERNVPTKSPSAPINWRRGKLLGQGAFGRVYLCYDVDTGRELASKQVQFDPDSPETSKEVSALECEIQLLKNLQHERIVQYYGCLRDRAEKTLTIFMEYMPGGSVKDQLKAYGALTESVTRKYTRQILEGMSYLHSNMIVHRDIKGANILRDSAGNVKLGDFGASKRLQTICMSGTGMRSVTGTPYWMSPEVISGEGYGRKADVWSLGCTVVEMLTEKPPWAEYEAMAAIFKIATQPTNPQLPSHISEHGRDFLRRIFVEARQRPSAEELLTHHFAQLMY
# IDE act: activators of human insulin-degrading enzyme in cells; HEK cells, FAbeta-B cleavage, fluorescence polarization; 0% vehicle, 100% cell-free pure enzyme wells; activation, % at 5.96 µM; 0.073% of 340,000 active; P14735; AID 493087;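 active = activation above the mean of all tested compounds plus 3 SD, set per screening campaign, cut at about 17% in these data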
# IMP-1 inhibitor: blocks Pseudomonas aeruginosa IMP-1 metallo-beta-lactamase; purified IMP-1, nitrocefin hydrolysis, epi-absorbance fluorescence; inhibition, % at 5.6 µM; 0.45% of 290,000 active;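 active = inhibition above the mean plus 3 SD of all compounds in the same screening run, cut at about 4.5% in these data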;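 note: 0% = IMP-1 with DMSO and 100% = DMSO wells lacking enzyme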
#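 assay system = purified recombinant IMP-1 metallo-beta-lactamase enzyme | schedule = 15 min preincubation plus 25 min reaction at 25 °C | signal = Epi-absorbance fluorescence, 480 nm excitation, 530 nm emission | read-out basis = percent inhibition from optical density relative to buffer-blank wells | controls = IMP-1 with DMSO as 0%, enzyme-free DMSO as 100%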
# The depositor's hits bear a star; . = not tested or not shown. Only part of the results is shown; rates above refer to the full screens.
(1) Cc1ccc(CNC(=O)c2c(-c3ccccc3)noc2C)cc1
(2) CC(C)CCN1C(=O)CCC1(C)C(=O)NC1CCCCCC1 (stereo unspecified)
(3) COc1ccc(S(=O)(=O)N(Cc2cccs2)C2CCCC2)cc1
(4) COc1ccccc1C(=O)N/C(=C\c1cn(S(=O)(=O)N(C)C)c2ccccc12)C(=O)NCCCN1CCOCC1
(5) CCOC(=O)C1CCN(C(=O)c2cccc(C(=O)N3CCC(C(=O)OCC)CC3)c2)CC1
(6) O=C(N/N=C/c1cccnc1)C(O)(c1ccccc1)c1ccccc1
(7) CC(NC(=O)c1ccccc1NS(C)(=O)=O)c1ccccc1 (stereo unspecified)
(8) CCCN1CCC(N2CCN(c3cccc(C(F)(F)F)c3)CC2)CC1

assay / compound,1,2,3,4,5,6,7,8
PHOSPHO1 inh,20,26,-1,29,-22,-33,-7,-30
IMP-1 inhibitor,-3.6,-2.7,-3.4,-3.3,-3.6,-2.2,-2.2,-3.6
UBC9 SUMO inh,-10,21,-25,3,-2,-14,12,3
NS3 helicase inh,-3,0,-8,-81,3,2,19,-3
IDE act,5,6,3,1,3,3,5,0
VIM-2 inhibitor,-6.5,-2.9,-2.0,-3.9,-2.5,-1.6,-3.4,-3.8
MEKK3 PB1 HTS,102,99,100,100,103,91,99,101
FID counter,-10,-18,-17,33,-28,-5,-2,4
p-CIP stab down,7,-4,8,10,-3,-7,-1,1

(9) CCOC(=O)C(C(=O)c1ccccc1)C1CC(C)NC(=S)N1 (stereo unspecified)
(10) O=C(O)c1ccc(-c2nnn(Cc3cccc(C(F)(F)F)c3)n2)cc1
(11) CS(=O)(=O)Nc1ccc2[nH]c(=O)[nH]c2c1
(12) CCOCCCNC(=O)Cn1cnc2c(cnn2-c2ccc(F)cc2)c1=O
(13) O=S1(=O)CCC(NC2CCCC2)C1 (stereo unspecified)
(14) N#Cc1ccc(N2CCc3ccccc3C2)c([N+](=O)[O-])c1
(15) S=c1[nH]ncn1/N=C/c1ccccc1
(16) CC1=CC(C)(C)Nc2ccc(OC(=O)c3ccco3)cc21

assay / compound,9,10,11,12,13,14,15,16
PHOSPHO1 inh,8,27,-87,30,14,4,89*,-8
IMP-1 inhibitor,-0.9,-2.3,-1.9,-1.3,-2.2,-3.4,-5.4,-3.0
UBC9 SUMO inh,9,18,22,7,-11,3,-6,25
NS3 helicase inh,5,2,5,6,2,6,6,3
IDE act,-1,2,-1,-1,0,-3,-3,-5
VIM-2 inhibitor,0.9,-3.0,1.2,1.1,1.6,2.4,-0.6,-0.4
MEKK3 PB1 HTS,91,109,120,106,101,93,101,82
FID counter,-2,-10,11,-2,0,1,1,-7
p-CIP stab down,-9,-6,-2,-2,3,1,-3,-54

(17) Cc1ccc(CCSCC(=O)O)cn1
(18) O=S(=O)(c1ccccc1)N1N=C(c2ccc(O)cc2)CC1c1ccco1 (stereo unspecified)
(19) Cc1cccc(NS(=O)(=O)c2ccc(C(=O)NCC(c3ccco3)N(C)C)cc2)c1C (stereo unspecified)
(20) CC(=O)c1sc2nsc(SCCN3CCCCC3)c2c1N
(21) COC(=O)c1ccccc1NC(=O)CCNC(=O)Cn1cnc2ccccc2c1=O
(22) CC(=O)N1c2ccc(S(=O)(=O)NCCC(=O)Nc3ccc(OC(F)(F)F)cc3)cc2CC1C (stereo unspecified)
(23) COc1cc(/C=C(\C#N)c2nc3ccccc3[nH]2)cc(OC)c1O
(24) CCOC(=O)COc1ccc2nsnc2c1Cl

assay / compound,17,18,19,20,21,22,23,24
PHOSPHO1 inh,2,8,14,70*,2,58,-9,18
IMP-1 inhibitor,-3.1,-0.9,-0.6,-3.3,-2.9,-1.9,-2.7,-3.2
UBC9 SUMO inh,10,-7,0,15,14,-1,-12,28
NS3 helicase inh,-4,4,-28,-1,8,-2,2,-2
IDE act,2,-2,3,.,8,3,-94,-1
VIM-2 inhibitor,0.2,2.5,-1.3,-0.7,-2.2,-1.2,-4.9,-4.4
MEKK3 PB1 HTS,100,99,99,101,101,103,104,94
FID counter,2,-8,7,-3,-8,-32,12,-2
p-CIP stab down,-7,12,-4,-8,1,-21,-658,1

# Ordered by SMILES length (high to low): part of the list above
(22) CC(=O)N1c2ccc(S(=O)(=O)NCCC(=O)Nc3ccc(OC(F)(F)F)cc3)cc2CC1C (stereo unspecified)
(18) O=S(=O)(c1ccccc1)N1N=C(c2ccc(O)cc2)CC1c1ccco1 (stereo unspecified)
(23) COc1cc(/C=C(\C#N)c2nc3ccccc3[nH]2)cc(OC)c1O
(16) CC1=CC(C)(C)Nc2ccc(OC(=O)c3ccco3)cc21
(20) CC(=O)c1sc2nsc(SCCN3CCCCC3)c2c1N
(24) CCOC(=O)COc1ccc2nsnc2c1Cl

assay / compound,22,18,23,16,20,24
PHOSPHO1 inh,58,8,-9,-8,70*,18
IMP-1 inhibitor,-1.9,-0.9,-2.7,-3.0,-3.3,-3.2
UBC9 SUMO inh,-1,-7,-12,25,15,28
NS3 helicase inh,-2,4,2,3,-1,-2
IDE act,3,-2,-94,-5,.,-1
VIM-2 inhibitor,-1.2,2.5,-4.9,-0.4,-0.7,-4.4
MEKK3 PB1 HTS,103,99,104,82,101,94
FID counter,-32,-8,12,-7,-3,-2
p-CIP stab down,-21,12,-658,-54,-8,1

# Going on with the list.
(25) CCOc1cc(S(=O)(=O)Nc2cc(C)cc(C)c2)ccc1Cl
(26) CCc1ccc(CN/C=C/C(=O)c2ccc(Br)cc2)cc1
(27) COC(=O)c1cc2c(C)nn(-c3ccccc3)c2s1
(28) Cc1ccccc1N1CCN(CC(=O)NCc2ccc(Cl)cc2)CC1
(29) Cc1ccc(-n2nc3c(N4CCC(C(=O)N5CCC(C(N)=O)CC5)CC4)nnc(C)c3c2C)cc1
(30) COc1ccc(S(=O)(=O)Nc2ccc(O)c(Sc3ncn[nH]3)c2)cc1
(31) C/C(=N/OC(=O)C1CC12CCC2)c1ccc(Br)cc1 (stereo unspecified)
(32) CC(NC(=O)c1cn(C(C)c2ccccc2F)nn1)c1ccncc1 (stereo unspecified)

assay / compound,25,26,27,28,29,30,31,32
PHOSPHO1 inh,8,2,3,.,10,-3,-5,33
IMP-1 inhibitor,-5.4,-5.0,-0.6,-2.5,-2.5,-2.4,-3.5,-3.1
UBC9 SUMO inh,-2,-9,-22,-25,15,11,8,-4
NS3 helicase inh,-8,6,19,-3,5,-6,-3,-3
IDE act,10,4,1,-4,0,6,4,7
VIM-2 inhibitor,-1.0,-0.5,2.3,-3.6,1.4,-4.2,-0.9,-1.5
MEKK3 PB1 HTS,98,113,101,102,94,100,102,106
FID counter,-5,-1,0,-16,7,-2,-5,-5
p-CIP stab down,3,-4,-5,12,-10,-8,-1,15

(33) COc1ccc2cc(C#N)c(Cl)nc2c1
(34) Cc1ccc(CSCCNC(=O)c2ccc(N(C)S(=O)(=O)c3ccccc3)cc2)cc1
(35) O=C(O)c1cccc(Cn2cccn2)c1
(36) Cc1ccc2nc(SCC(=O)Nc3ccc(F)c([N+](=O)[O-])c3)[nH]c2c1
(37) NNC(=O)c1ccc(COc2cccc3cccnc23)cc1
(38) Cc1ccc(CN(c2ccc(C(=O)Nc3cccnc3)cc2)S(C)(=O)=O)cc1
(39) CC12CCC(C(=O)N3CCOCC3)([C@H](Br)C1=O)C2(C)C (stereo partly specified)
(40) CCOc1ccc(C2c3cc(OC)c(OC)cc3CC(=O)N2c2ccccc2)cc1 (stereo unspecified)

assay / compound,33,34,35,36,37,38,39,40
PHOSPHO1 inh,41,3,29,-71,43,-12,15,12
IMP-1 inhibitor,-1.6,-3.0,2.5,-2.0,3.7,-2.3,-2.4,-3.1
UBC9 SUMO inh,19,-6,18,4,16,18,5,11
NS3 helicase inh,-5,-1,1,-13,8,-1,-2,-7
IDE act,.,-4,-3,-5,-5,6,.,-5
VIM-2 inhibitor,-2.4,-3.9,0.5,-3.2,2.8,-0.1,-2.6,-1.2
MEKK3 PB1 HTS,108,.,.,103,62,100,99,105
FID counter,-4,-14,8,16,-21,-18,-1,-34
p-CIP stab down,-2,0,-6,-26,-9,-9,-12,7

(41) Nc1nc2ccc(O)cc2s1
(42) Cc1cc(C)nc(SCC(=O)c2c(N)n(C)c(=O)n(C)c2=O)n1
(43) Cc1cccc(N2CCN(S(=O)(=O)c3ccc4c(c3)CC(=O)N4C)CC2)c1C
(44) COc1ccc(/C(O)=C/C(=O)C(=O)Nc2c(C)n(C)n(-c3ccccc3)c2=O)cc1
(45) CC1=Nc2ccccc2/C1=C\c1nc(-c2ccc(C(F)(F)F)cc2)oc1O
(46) Fc1ccc(CNc2ncccn2)cc1
(47) COC(=O)c1ccc(-c2ccc(/C=N/NC(=O)Cc3nnc(N)s3)o2)cc1
(48) c1ccc(CNc2ncnc3c2cnn3Cc2ccccc2)cc1

assay / compound,41,42,43,44,45,46,47,48
PHOSPHO1 inh,0,17,32,11,29,20,-7,-18
IMP-1 inhibitor,-5.2,-2.2,-2.5,-6.3,-0.1,-0.9,-3.1,-1.6
UBC9 SUMO inh,-6,21,5,-9,30,4,11,-4
NS3 helicase inh,3,-1,1,-4,20,0,2,-14
IDE act,-3,-10,5,4,-10,2,4,-12
VIM-2 inhibitor,-3.1,-0.4,-0.7,-1.2,-0.4,-0.3,-2.9,-0.8
MEKK3 PB1 HTS,86,.,100,100,101,101,102,88
FID counter,3,-2,-39,-33,-8,-9,-11,-23
p-CIP stab down,2,-5,-9,-2,-333,-2,-10,-12

(49) Cc1ccc(NC(=S)NNC(=O)c2ccc(N3CCOCC3)c([N+](=O)[O-])c2)cc1C
(50) COc1cccc(CNC(=O)CCC2CCCN(C(=O)c3cccc4c(C)c(C)[nH]c34)C2)c1 (stereo unspecified)
(51) N#C/C(=C\c1cccnc1)c1ccc([N+](=O)[O-])cc1
(52) O=C(CSc1cccc[n+]1[O-])Nc1ccc(C(F)(F)F)cc1[N+](=O)[O-]
(53) Oc1ccc(/C=N/N2CCN(C3c4ccccc4-c4ccccc43)CC2)c(O)c1
(54) CN1CCSc2ccc(C(=O)Nc3cc(F)ccc3F)cc21
(55) O=C(NNC(=O)c1cccs1)c1ccc(Cl)c([N+](=O)[O-])c1
(56) COc1cccc2cc(C(=O)N3CCCCCCC3)c(=O)oc12
(57) CCSc1nc2c(c(=O)[nH]1)C(c1ccc(C)cc1)C1=C(CCCC1=O)N2 (stereo unspecified)
(58) O=C(O)C1C2C=CC(C2)C1C(=O)Nc1cccc(C(=O)N2CCCCC2)c1 (stereo unspecified)
(59) CCCCS(=O)(=O)Nc1ccc2cn[nH]c2c1

assay / compound,49,50,51,52,53,54,55,56,57,58,59
PHOSPHO1 inh,-4,23,29,42,17,12,-12,.,13,17,8
IMP-1 inhibitor,-5.2,-3.0,1.3,-2.3,-3.5,-1.8,-2.2,-2.5,-3.3,1.4,-2.6
UBC9 SUMO inh,-88,11,16,5,2,25,13,9,20,0,-4
NS3 helicase inh,-8,5,4,-2,-8,-16,0,17,13,-2,-8
IDE act,1,10,8,6,5,1,1,3,2,7,7
VIM-2 inhibitor,-3.7,-1.4,2.2,-0.5,-5.0,-5.0,-4.2,-3.7,-2.1,1.8,-2.9
MEKK3 PB1 HTS,86,103,102,103,106,100,99,106,111,106,103
FID counter,-6,-27,2,-1,-8,-5,-5,-13,-9,0,1
p-CIP stab down,-2,-4,-1,-9,7,2,1,-10,6,-3,8

# Bioassay records: PubChem, several laboratories
